Furin inhibitor: inhibitors of human furin; P09958; purified furin, fluorogenic substrate cleavage; inhibition, % at 30 µM; 220,000 tested, 0.061% active; AID 463115; in the data active = inhibition above about 25%; note: inactives centre near -15
FXIa inh 1536: factor XIa (human) inhibition; P03951; inhibition, % at 5 µM; AID 798; 220,000 tested, 0.14% active; purified FXIa, Boc-Glu-Ala-Arg-AMC fluorogenic substrate;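 active = inhibition of at least 40%; inactive = inhibition below 40%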;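 note: fluorescence of freed AMC excited at 355 nm; 0% = enzyme without compound and 100% = no enzyme blank; many of its hits are not listed in these tables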
hK5 inh: blocks human kallikrein 5 protease activity | Q9Y337 | recombinant hK5, fluorogenic AMC substrate cleavage | inhibition, % at 5 µM | 210,000 tested, 0.59% active | AID 873;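 active = inhibition of 40% or more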;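 note: 0% = enzyme controls without compound and 100% = no-enzyme blanks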
FXIIa inh 1536: factor XIIa (human) inhibition; P00748; purified FXIIa, Boc-QGR-AMC fluorogenic substrate, 2 h; inhibition, % at 5 µM; 220,000 tested, 0.3% active; AID 800; in the data active = inhibition above about 40%;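 note: 0% = enzyme with no compound and 100% = blank without enzyme; many of its hits are not listed in these tables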
Thrombin inh: thrombin (human) inhibition; P00734; alpha-thrombin, Boc-VPR-AMC fluorogenic substrate cleavage; inhibition, % at 5 µM; 220,000 tested, 0.26% active; AID 1046;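 active = inhibition at or above 40%; inactive = inhibition below 40%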;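 note: 0% = enzyme with no compound and 100% = wells without enzyme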
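Test system: human alpha-thrombin protein / Dosing: one concentration per compound, 5 µM, with 0.2% DMSO / Medium: pH 7.5 Tris-saline with Tween 20 / Benchmarks: no-compound enzyme wells and no-enzyme blanks / Read-out basis: percent inhibition of thrombin substrate cleavage / Timing: reaction at room temperature / Measured by: fluorescence, ex 355 nm, em 460 nm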
Rad51 HR inh: blocks human Rad51 in homologous recombination; Q06609; hRad51 DNA strand exchange, fluorescence dequenching; inhibition, % at 10 µM; 200,000 tested, 0.085% active; AID 1385;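 active = inhibition above 40% at the single screening dose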;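 note: 0% = DMSO control wells and 100% = blanks with heterologous ssDNA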
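Test system – preformed human Rad51 ssDNA filaments · Reagent – Donor/quencher-labelled 47-bp dsDNA substrate · Incubation – 37 °C 15-min filament assembly, 30-min compound preincubation, 15-min exchange · Signal – FRET fluorescence dequenching, excitation 485 nm, emission 520 nm · Read-out – percent inhibition from fluorescence, normalised to plate control and blank means · Benchmarks – plate control and blank wells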
PERK inh: blocks human PERK kinase. CHO PERK-DD fusion, SEAP luminescence translation reporter. inhibition, % at 5.6 µM. 220,000 tested, 0.17% active. AID 1416;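 active = inhibition above the mean inhibition of all tested compounds plus 3 SD, set separately per screening campaign, cut at about 2.9% in these data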;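 note: PERK kinase domain activated by AP20187 dimerizer at 100 nM; 0% = DMSO with dimerizer and 100% = rapamycin at 8.4 µM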
Target sequence (Q9NZJ5 whole entry, looked up, the tested form may be a part): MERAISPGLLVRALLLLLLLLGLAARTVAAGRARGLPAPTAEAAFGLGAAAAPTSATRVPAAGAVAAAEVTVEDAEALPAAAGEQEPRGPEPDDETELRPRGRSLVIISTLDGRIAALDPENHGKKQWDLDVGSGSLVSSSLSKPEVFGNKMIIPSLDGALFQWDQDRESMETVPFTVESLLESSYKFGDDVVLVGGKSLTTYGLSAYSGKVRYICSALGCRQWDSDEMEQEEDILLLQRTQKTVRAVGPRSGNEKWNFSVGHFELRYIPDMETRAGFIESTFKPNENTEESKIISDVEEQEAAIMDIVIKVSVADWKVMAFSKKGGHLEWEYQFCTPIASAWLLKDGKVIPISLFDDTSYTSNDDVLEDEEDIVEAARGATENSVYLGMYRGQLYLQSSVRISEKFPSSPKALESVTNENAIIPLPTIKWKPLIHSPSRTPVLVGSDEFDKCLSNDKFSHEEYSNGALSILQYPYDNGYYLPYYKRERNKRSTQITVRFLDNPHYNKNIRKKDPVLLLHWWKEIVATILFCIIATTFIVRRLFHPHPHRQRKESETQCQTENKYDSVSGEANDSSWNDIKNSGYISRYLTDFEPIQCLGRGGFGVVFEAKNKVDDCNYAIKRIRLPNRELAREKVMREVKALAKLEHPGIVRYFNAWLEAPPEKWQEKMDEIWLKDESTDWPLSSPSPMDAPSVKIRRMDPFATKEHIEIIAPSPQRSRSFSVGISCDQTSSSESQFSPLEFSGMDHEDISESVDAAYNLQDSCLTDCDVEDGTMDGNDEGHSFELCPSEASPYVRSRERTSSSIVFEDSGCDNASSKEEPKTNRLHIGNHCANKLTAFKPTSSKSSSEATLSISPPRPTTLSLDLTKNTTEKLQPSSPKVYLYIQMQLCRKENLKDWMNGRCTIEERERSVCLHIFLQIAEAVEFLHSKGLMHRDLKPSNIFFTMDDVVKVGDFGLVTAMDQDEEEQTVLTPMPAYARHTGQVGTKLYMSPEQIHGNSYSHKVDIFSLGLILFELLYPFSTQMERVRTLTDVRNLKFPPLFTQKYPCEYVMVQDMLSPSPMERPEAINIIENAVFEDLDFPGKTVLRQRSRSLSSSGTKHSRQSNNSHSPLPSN
Calpain2 inh: inhibitors of pig calpain II; purified calpain II, fluorogenic peptide substrate, 30 min; inhibition, % at 16 µM; 220,000 tested, 0.37% active; AID 1236;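 active = inhibition above about 50%, limit read from the data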
KCC2 mod: KCC2 (human) Cl- transport modulation. Q9H2X9. KCC2 cells, thallium flux FluoZin-2 fluorescence. B-score of Tl+ flux slope (higher = more flux/activation; lower = inhibition) at 10 µM. 190,000 tested, 2.2% active;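 active = thallium flux slope and its plate-corrected score both differing from the plate sample mean at a set confidence after two filtering rounds, in either direction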;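 note: slope of fluorescence scaled to starting intensity during 10 to 20 s after thallium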
* marks the source's active call; other numbers are inactive results; · = not tested or not shown; [ ] = another dose, or the depositor's remark. An excerpt; rates above refer to the full screens.

SMILES	Furin inhibitor	FXIa inh 1536	hK5 inh	FXIIa inh 1536	Thrombin inh	Rad51 HR inh	PERK inh	Calpain2 inh	KCC2 mod
Cc1cccc(NC(=O)Cn2cnc3ccccc3c2=O)c1C	-4.3[20 µM]	0.5	9.3	13.1	-4.3	8.4	0.3	11.6	-0.545
O=S(Cc1ccccc1)CC(O)(c1ccc(Cl)cc1)c1ccc(Cl)cc1 (stereo not drawn)	-7.7[20 µM]	2.0	-3.1	19.9	3.2	-10.8	-0.9	28.0	·
O=C(NC12CC3CC(CC(C3)C1)C2)c1ccc(-c2ccc(Cl)cc2)o1	-10.0	8.5	-19.3	9.6	-2.2	-0.5	0.9	13.9	0.412
CCc1nnc(NC(=O)c2ccc(S(=O)(=O)N3CCOCC3)cc2)s1	-8.7	-1.9	-2.6	-11.1	-5.9	-1.1	0.1	-29.6	·
CCOC(=O)C(=O)N1CCC(C(=O)OC)CC1	-15.0	-2.6	-30.9	5.2	2.8	6.5	1.3	-33.1	0.0877
COc1ccc(/C=N/Nc2nc(-c3cccnc3)nc3ccccc23)cc1OC	-1.8	-1.1	-1.0	1.5	-3.4	18.1	-1.5	-19.8	-0.995
CC1(C)CC(=O)C(N=Nc2ccc(Br)cc2)=C(O)C1	4.6	26.0	24.7	75.3*	18.9	-7.9	-1.3	20.1	-0.662
CCN=C1NN=C(c2cc(C)n(Cc3ccco3)c2C)CS1	-24.6	18.0	-11.9	22.7	-2.2	-22.0	1.5	-49.5	0.0807
COc1ccc(/C=N/Nc2nc(N3CCCC3)nc(N3CCCC3)n2)c(OC)c1OC	-14.1	7.1	-7.3	12.9	1.2	·	0.2	10.2	-1.64
CCc1ccccc1NC(=O)CSc1nc2ccccc2n1CC(=O)N1CCCC1	-17.7[20 µM]	12.6	-4.5	17.5	3.4	6.0	-0.7	-8.5	-0.25
CCOC(=O)/C(C#N)=C/c1cc2ccccc2nc1N1CCOCC1	-25.6	0.9	-6.9	3.8	-5.0	-19.5	0.8	8.0	0.801
O=C(Cn1ccc2ccccc2c1=O)Nc1ccc2c(c1)OCO2	20.8[20 µM]	3.9	5.8	3.5	-2.0	8.5	-0.4	14.8	0.602
COc1ccccc1CNC(=O)c1csc2c1CCCC2	-12.1	-0.5	-5.5	-5.7	-10.5	-3.1	0.8	0.0	-0.678
CCOC(=O)C1CCN(C(=O)CCc2c(C)nc3ncnn3c2C)CC1	-2.3[20 µM]	6.7	4.4	-2.0	-18.8	-5.7	1.1	1.3	·
COc1ccc2[nH]c(=O)c(CN(CCCN3CCOCC3)C(=O)NCc3ccccc3)cc2c1	-19.3	9.1	0.1	13.0	0.1	5.1	0.1	-66.8	0.191
CCCNC(=O)N1c2ccccc2Sc2ccccc21	-9.7	-3.9	-3.4	0.5	-6.2	13.8	-0.3	-0.9	-1.31
COCCNC(=O)C(C)N1c2cccc3cccc(c23)S1(=O)=O (stereo not drawn)	-22.0[20 µM]	-1.1	-10.6	8.1	-5.1	7.0	0.7	-180.7	0.637
Cc1[nH]n(-c2ccc(Cl)cc2)c(=O)c1/C=N/c1nnc(-c2ccccc2)s1	-6.5	0.1	-18.5	0.0	-12.6	-62.2	0.4	-4.9	45*
Cc1ccc(Cn2c(C)cc3c(c2=O)C(c2cccs2)C(C#N)=C(N)O3)cc1 (stereo not drawn)	-17.9[20 µM]	4.0	4.5	-2.4	2.8	-4.8	-1.1	20.5	·
O=C(c1ccco1)N1CCN(C(=O)C2(S(=O)(=O)c3ccc(Cl)cc3)CC2)CC1	-5.4	-2.6	2.1	7.9	-2.1	8.1	-0.7	-13.3	·
COc1ccc2cc(C(=O)N3CCOCC3)sc(=O)c2c1OC	-19.5	9.4	34.0	22.0	17.6	·	0.8	3.8	·
O=C(CC1CCCCC1)N1CCC(c2nc(-c3ccc(S(=O)(=O)N4CCCC4)cc3)no2)CC1	-24.9[20 µM]	-0.8	-12.4	7.5	1.1	-1.5	0.0	10.1	0.0591
CCOC(=O)N1N=C(c2ccccc2)CC1(O)C(C)(F)F (stereo not drawn)	-15.0	2.9	-4.0	6.9	6.7	25.5	2.3	-28.5	1.45
COc1cc(/C=N/NC(=O)C(=O)NCc2ccco2)ccc1O	3.5	6.5	-2.1	16.4	-3.0	-4.7	-0.4	28.1	0.522
OC1CCN(Cc2cn(Cc3ccccc3)nc2-c2cc3ccccc3o2)CC1	-9.1	-6.4	-6.7	8.6	-11.1	7.0	-0.8	-21.1	0.151

Next section:
SMILES	Furin inhibitor	FXIa inh 1536	hK5 inh	FXIIa inh 1536	Thrombin inh	Rad51 HR inh	PERK inh	Calpain2 inh	KCC2 mod
COc1ccc(NC(=O)Cc2cccc(F)c2)cc1S(=O)(=O)Nc1ccccc1Cl	-18.5	-1.1	3.7	1.7	-3.1	1.1	-0.1	31.7	-1.73
CN(c1cccc(NC(=O)CN2C(=O)c3ccccc3S2(=O)=O)c1)S(C)(=O)=O	-24.8[20 µM]	3.6	-11.5	-0.5	2.3	1.5	0.9	-32.9	0.0186
CC(C)CCNC(=O)CN(C(=O)CCC(=O)Nc1ccccn1)c1ccc2c(c1)OCO2	-13.2[20 µM]	8.0	-21.7	3.1	11.5	·	-0.2	23.4	0.026
N#CC(C(=O)c1ccccc1Cl)=C1SCCCS1	-5.4	-5.7	-7.2	3.9	-0.4	-1.3	0.0	-16.1	-1.24
O=C(Nc1nccs1)c1cc(S(=O)(=O)N2CCOCC2)ccc1Cl	·	11.5	-1.9	14.5	0.9	-30.3	·	-15.4	·
NS(=O)(=O)c1ccc(CNC(=O)/C=C/c2cccc([N+](=O)[O-])c2)cc1	-8.1	1.2	0.0	3.3	-7.8	9.5	2.1	7.0	·
Cc1cc(C(F)F)nn1CC(=O)NCc1ccccc1F	-21.8[20 µM]	-4.8	-3.7	4.2	-0.3	-6.4	1.1	18.5	-0.531
Cc1ccc(N/C(N)=N/c2nc(CSc3ccc(C)cc3)cc(=O)[nH]2)cc1	-13.5[20 µM]	4.5	-11.7	15.9	0.5	·	0.4	-7.0	-0.416
CN(C(=O)CCl)C1CCCc2ccccc21 (stereo not drawn)	-10.2	-2.9	-2.2	4.5	-4.8	-3.0	0.4	14.2	-0.794
C[N+]1(CC#CC(O)(c2ccccc2)c2ccccc2)CCCC1	-36.1	5.4	-5.6	14.3	-2.9	·	0.5	-2.7	0.837
COc1ccc(N(CC(O)CN2C(=O)NC(C)(C)C2=O)S(=O)(=O)c2ccccc2)cc1 (stereo not drawn)	-11.2[20 µM]	-17.8	-34.3	8.7	-0.3	-10.7	-0.2	-55.6	-0.041
Cc1ccc(CN2CCN(Cc3cn[nH]c3-c3ccccc3)CC2CCO)o1 (stereo not drawn)	-17.5	-2.9	-2.5	9.6	-14.7	-9.4	0.0	-33.1	0.0733
CCn1c(SCC(=O)NC2CCCCC2)nnc1-c1cc2cccc(OC)c2o1	-12.6[20 µM]	-3.1	25.3	-0.2	-6.3	1.6	-0.6	17.5	-0.117
CCOC(=O)CCCNC(=O)COC(=O)c1cc2ccccc2cc1O	-11.4[20 µM]	-4.0	8.1	-5.0	0.6	-0.3	1.1	9.6	-1.17
COc1ccc(C(=O)NNC(=O)c2ccccc2[N+](=O)[O-])cc1Br	-8.1	-6.9	-14.8	24.6	-14.7	0.8	0.2	9.7	-1.18
COCC(=O)NC1CCN(C(=O)Nc2ccc(Br)cc2)CC1	-18.2	8.1	-10.0	14.4	1.2	-3.6	1.0	-9.9	·
CC(=O)[C@@]1(O)CC[C@H]2[C@@H]3C[C@H](C)C4=CC(=O)C=C[C@]4(C)[C@@]3(F)[C@@H](O)C[C@@]21C	-16.3	10.4	-9.2	15.4	1.3	5.5	-0.1	5.9	0.495
Cc1[nH]c2ccc(OC(=O)N3CCOCC3)cc2c1C(=O)OC(C)C	-10.3[20 µM]	-1.1	-0.7	14.5	-0.8	0.4	-1.1	-6.2	·
Fc1ccc(CO/N=C/C2=C(Cl)c3ccccc3CC2)cc1	-20.5[20 µM]	-1.4	-6.6	14.1	-8.3	·	-0.8	-24.9	-0.297
O=[N+]([O-])c1ccc(O)c(NC(=S)Nc2ccccc2)c1	-5.8[20 µM]	-4.2	1.0	0.4	-4.3	-1.5	0.6	27.3	-0.309
Cc1ccccc1OCCOC(=O)c1nc2nccc(C)n2n1	-26.0	-2.1	8.9	4.3	-9.4	16.2	0.1	-31.7	0.654
Cc1ccc(NC(=O)c2ccccc2Br)cc1S(=O)(=O)N(C)C	-19.1	6.6	-4.6	8.3	-1.4	9.9	0.1	12.7	·
CCN(CC)S(=O)(=O)c1ccc(S(=O)(=O)N2CCN(C(=O)c3ccco3)CC2)cc1	-21.5[20 µM]	0.3	-5.0	4.5	-3.2	1.6	-0.1	3.1	-0.984
Cc1ccc(O)c(NC(=O)c2noc(C(C)C)c2[N+](=O)[O-])c1	-26.5	-0.5	2.1	11.1	-3.1	17.9	0.8	-8.8	-1.25
O=C(NCCN1CCOCC1)c1cc(-c2cccs2)on1	-16.5[20 µM]	-10.8	-2.0	-6.9	-4.6	2.8	-0.1	9.5	1.22

Random excerpt: 3 entries already listed, in no set order.
SMILES	Furin inhibitor	FXIa inh 1536	hK5 inh	FXIIa inh 1536	Thrombin inh	Rad51 HR inh	PERK inh	Calpain2 inh	KCC2 mod
Cc1[nH]c2ccc(OC(=O)N3CCOCC3)cc2c1C(=O)OC(C)C	-10.3[20 µM]	-1.1	-0.7	14.5	-0.8	0.4	-1.1	-6.2	·
C[N+]1(CC#CC(O)(c2ccccc2)c2ccccc2)CCCC1	-36.1	5.4	-5.6	14.3	-2.9	·	0.5	-2.7	0.837
CC(C)CCNC(=O)CN(C(=O)CCC(=O)Nc1ccccn1)c1ccc2c(c1)OCO2	-13.2[20 µM]	8.0	-21.7	3.1	11.5	·	-0.2	23.4	0.026

More structures.
SMILES	Furin inhibitor	FXIa inh 1536	hK5 inh	FXIIa inh 1536	Thrombin inh	Rad51 HR inh	PERK inh	Calpain2 inh	KCC2 mod
CCCC(CCC)C(=O)OC1C[C@H]2CC[C@@H](C1)[N+]2(C)C (stereo partly drawn)	-16.5	8.6	-8.4	9.4	1.4	-4.6	1.3	-7.9	1.38
CCSc1nc(N2CCOCC2)c2c(c1C#N)CC(C)(C)N(C)C2	-20.6[20 µM]	5.5	-22.2	3.1	-3.7	0.1	-2.4	-32.2	-1.53
COc1cc(-c2noc(CCCC(=O)NCc3ccccc3)n2)cc(OC)c1OC	-20.3[20 µM]	3.2	-9.9	5.1	-5.3	-7.7	-1.7	10.3	-0.579
COc1cccc(NC(=O)OCCN2CCN(Cc3ccccc3)CCC2=O)c1	-18.1	7.5	-7.9	17.9	0.3	-1.8	0.4	-12.1	-1.59
O=c1[nH]c(O)c(/C=C2\C=Nc3ccccc32)[nH]1	6.1	-2.1	-7.5	2.2	-12.0	-12.1	0.3	21.6	-0.0554
O=C(N/N=C/c1ccc([N+](=O)[O-])o1)c1cn(-c2ccccc2)nc1-c1ccccc1	-21.3	8.9	-17.9	9.0	-1.8	·	-0.4	-17.3	-0.0175
Cc1onc(-c2c(Cl)cccc2Cl)c1C(=O)n1nnc2ccccc21	-12.0[20 µM]	0.9	-16.7	16.4	-4.0	-7.2	0.3	18.1	0.0618
N#Cc1ccc(CN2CCN(C(=O)c3ccccc3)CC2)c(Cl)c1	-9.4	-4.6	-16.7	13.7	2.9	2.5	-0.1	0.3	-0.0501
Cc1ccc(N/N=C/c2c(C)c(C#N)c(=O)n(C)c2O)cc1C	-15.3	-2.9	-22.6	-5.6	2.7	17.7	0.6	-4.0	-3.95*
COc1ccccc1NCCC(=O)OCC(=O)NC1CCCC(C)C1C (stereo not drawn)	-23.6	7.8	-6.0	17.4	-2.2	·	0.3	16.3	-1.5
